# Bioassay records deposited in PubChem BioAssay by several laboratories.
# PPARg SRC3 recr: PPARgamma-driven SRC-3 recruitment agonism. P37231. 200,000 compounds, 0.26% hits. biochemical PPARgamma/SRC-3 coactivator recruitment assay. activation, % at 8 µM. AID 731; in the data active means activation above about 23%;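 further: 0% = DMSO and 100% = reference agonist; some compounds past the cut are filed as inactive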
# DTT redox prof: compounds producing H2O2 with reducing agent – biochemical, NIH compound library profiling, artefact control for MLSCN library redox annotation, primary screen; DTT-dependent redox cycling H2O2, phenol red/HRP absorbance; 100% = 100 µM peroxide control, 0% = buffer; activation, % at 10 µM; 200,000 compounds, 0.03% hits;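 active means activation of at least 50% relative to the plate's high and low controls in the primary single-dose screen; inactive means activation below 50%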;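 further: compound incubated with DTT at 0.8 mM final as the reducing agent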
# TLR4 MyD88 comp: blocks binding of human TLR4 to MyD88. HeLa CL3-4 TLR4/MyD88 BLA complementation, FRET ratio. 200,000 compounds, 0.18% hits. inhibition, % at 8.4 µM; in the data active means inhibition above about 25%;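 further: 0% = vehicle and 100% = reference inhibitor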
# PPARg SRC-1 ag: promotes SRC-1 coactivator recruitment by human PPARgamma | 200,000 compounds, 0.41% hits | PPARgamma-SRC-1 coactivator recruitment biochemical assay | activation, % at 8 µM | P37231; in the data active means activation above about 19%;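 further: 0% = DMSO and 100% = reference agonist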
# SRC2 TRFRET art: counter-screen for PPARgamma SRC-2 recruitment agonists: TR-FRET artefact; TR-FRET ratio at 8 µM; AID 1049; 200,000 compounds, 0.4% hits; hits give high values; in the data active means TR-FRET ratio above about 2000; further: inactives centre near 1500; reference of the scale not given here
# ROMK mod: modulates human ROMK potassium channel activity | B-score at 10 µM | 130,000 compounds, 2% hits | AID 1918 | Tet-inducible ROMK, thallium flux fluorescence; actives lie on both sides | P48048;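 active means signal ratio slope over the read window, or its plate-corrected B-score, at least 3 SD from the plate mean, either direction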;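 further: B-score of the F/F0 ratio slope over 7 to 12 s after thallium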
# Target sequence (P48048 whole entry, looked up): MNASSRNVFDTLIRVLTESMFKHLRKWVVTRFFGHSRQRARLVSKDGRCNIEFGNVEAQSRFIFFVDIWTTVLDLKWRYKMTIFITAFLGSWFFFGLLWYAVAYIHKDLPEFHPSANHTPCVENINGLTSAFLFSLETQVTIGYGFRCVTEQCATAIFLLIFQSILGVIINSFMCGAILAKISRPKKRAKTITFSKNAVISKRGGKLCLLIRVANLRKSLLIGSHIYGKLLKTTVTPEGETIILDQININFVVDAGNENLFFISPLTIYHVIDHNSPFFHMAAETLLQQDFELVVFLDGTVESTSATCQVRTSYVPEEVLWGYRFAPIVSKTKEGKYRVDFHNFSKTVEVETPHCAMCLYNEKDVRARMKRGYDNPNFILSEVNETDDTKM
# L major viab: Leishmania major promastigote growth inhibition | Leishmania major promastigotes, resazurin fluorescence viability | inhibition, % at 10 µM | 200,000 compounds, 9% hits | AID 1063; in the data active means inhibition above about 50%;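 further: promastigotes grown with compound for 44 hours at 28 °C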
# PPARg SRC-2 ag: promotes SRC-2 coactivator recruitment by human PPARgamma; P37231; PPARgamma LBD-SRC-2 recruitment, biochemical; activation, % at 8 µM; 200,000 compounds, 0.34% hits; in the data active means activation above about 22%;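 further: 0% = vehicle and 100% = reference agonist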
# S1P3 antagonist: antagonists of human S1P3 receptor | 170,000 compounds, 0.27% hits | Q99500 | inhibition, % at 4.98 µM | CHO S1P3 NFAT-BLA reporter, FRET fluorescence, antagonist mode;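 active means inhibition above the plate cutoff, the mean inhibition of test wells on that plate plus 3 SD, cut at about 28% in these data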;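 further: cells challenged with S1P at its EC80 of 0.8 µM; blue over green emission ratio from cleaved BLA substrate after 4 h stimulation; 0% = S1P-stimulated wells and 100% = unstimulated DMSO-only wells; some compounds past the cut are filed as inactive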
# Target sequence (Q99500 whole entry, looked up): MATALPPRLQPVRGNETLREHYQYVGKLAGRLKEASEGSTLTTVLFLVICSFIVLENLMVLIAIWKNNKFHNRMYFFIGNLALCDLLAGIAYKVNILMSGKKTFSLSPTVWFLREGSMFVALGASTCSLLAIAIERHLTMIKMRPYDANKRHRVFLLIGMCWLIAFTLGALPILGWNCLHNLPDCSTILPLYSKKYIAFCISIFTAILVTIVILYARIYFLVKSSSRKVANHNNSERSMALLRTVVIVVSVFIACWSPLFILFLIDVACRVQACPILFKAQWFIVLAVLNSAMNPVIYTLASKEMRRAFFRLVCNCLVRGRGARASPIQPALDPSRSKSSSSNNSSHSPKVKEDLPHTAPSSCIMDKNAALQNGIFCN
# bIAP inhibitor: blocks bovine intestinal alkaline phosphatase activity; AID 1019; 190,000 tested, under 10 active; purified bovine IAP, CDP-star luminescence, 30 min; inhibition, % at 20 µM;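 active means over 50% inhibition of intestinal alkaline phosphatase at 20 µM in the single-dose screen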
#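 System: Purified bovine intestinal alkaline phosphatase (IAP) enzyme | Input: IAP diluted 1/65,000,000 in the well | Also added: CDP-star chemiluminescent phosphatase substrate, 30 µM final | Dosing: 20 µM single dose | Times: Enzyme reaction for 30 min at room temperature | Detection: Luminescence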
# bIAP act: intestinal alkaline phosphatase (bovine) activation; 200,000 compounds, 0.17% hits; purified bovine IAP, CDP-star luminescence, 30 min; hits give high values; fold of DMSO-control signal, blank-subtracted; AID 1016; activation factor at 20 µM;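 active means activation factor of 2 or more at 20 µM, a signal rise over negative controls twice the positive control's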
# An asterisk follows results filed as active; nt = no result given.
SMILES,PPARg SRC3 recr,DTT redox prof,TLR4 MyD88 comp,PPARg SRC-1 ag,SRC2 TRFRET art,ROMK mod,L major viab,PPARg SRC-2 ag,S1P3 antagonist,bIAP inhibitor,bIAP act
Fc1cccc(Cc2noc(CN3CCN(c4cnccn4)CC3)n2)c1,-2,-0.9,-3,-5,1696,-0.99,-3,2,-6,6,0.9
O=C(CCCn1c(=S)[nH]c2ccc(Br)cc2c1=O)N1CCN(c2ccccn2)CC1,6,0.1,1,15,1903,nt,19,5,nt,0,1
CCO[C@@H]1OC(C(=O)N2CCOCC2)=C[C@H](c2coc3ccccc3c2=O)[C@H]1CCCO,-5,-0.9,-7,4,1494,nt,-7,2,-9,-7,1.1
CCOCCCNCc1ccc(OCc2ccccc2Cl)cc1,-2,-0.1,1,4,1307,-1,100*,-4,-6,nt,0.2
O=C(O)CCc1nnc(SCC(=O)Nc2cccc(C(F)(F)F)c2)[nH]c1=O,10,-1.6,10,4,1541,nt,-3,-5,6,3,1
O=C(CCc1ccccc1)OCC(=O)c1cccc([N+](=O)[O-])c1,0,-0.3,-5,-4,1552,0.83,-6,-6,7,-2,1
CCOC(=O)c1cc(C)n(S(=O)(=O)c2ccc(C)cc2)c1C,-6,0.9,0,6,1411,0.067,15,-3,20,10,0.9
N/C(=N\OC(=O)c1ccc(Cl)cc1)c1ccc(Cl)cc1,2,0.3,-17,0,1666,nt,-6,3,nt,8,0.9
Cc1cccnc1NC(=O)C1CCN(S(=O)(=O)c2cccs2)CC1,-3,0.3,-5,-8,1385,0.21,2,0,nt,10,0.9
CCOC(=O)C(CSCC(=O)c1ccc(Cl)cc1)NC(=O)OC(C)(C)C (stereo not given),11,-4.7,7,8,1582,nt,-4,9,nt,2,1
CCc1nc2ccccc2c2nc3ccccc3n12,4,0.0,3,6,1557,0.15,87*,8,nt,23,0.8
O=C(CNC(=S)N(CCCN1CCOCC1)Cc1cccs1)NC1CCCCC1,2,-3.0,5,5,1506,-0.59,0,-1,7,-1,1
O=[N+]([O-])c1ccc(OCCOc2ccccc2/C=N/n2cnnc2)cc1,1,-0.5,5,4,1569,-0.86,0,-3,5,-21,1.2
O=C(Oc1ccc(/C=N/O)cc1)c1ccccc1,4,2.5,6,4,1628,nt,-9,4,2,14,0.9
O=C(NC1CCCCC1)C(c1cccnc1)N(C(=O)CCl)c1ccc(F)cc1 (stereo not given),0,-0.3,11,7,1564,-1.2,78*,5,-11,43,0.6
COCCNC(=S)NC12CC3CC(CC(C3)C1)C2,-9,-0.1,17,3,1449,0.044,53*,0,nt,39,0.6
Cc1ccc(S(=O)(=O)C2(C(=O)Nc3ccc4c(c3)OCO4)CC2)cc1,4,-0.3,-11,-1,1556,nt,-3,5,8,13,0.9
COc1ccc(OC)c(NC(=O)C2C3CCC(O3)C2C(=O)O)c1 (stereo not given),0,0.2,12,5,1466,nt,-6,0,-6,4,1
O=C(Nc1cccc(O)c1)c1cc2nc(-c3ccccc3)cc(-c3ccccc3)n2n1,-2,0.1,-9,2,1717,0.0063,17,4,-2,9,0.9
COc1cccc(CNc2cccc(C(F)(F)F)c2)c1O,3,-1.4,-13,1,1789,0.33,7,2,-17,13,0.9
CC(C)CN(C(=O)c1nn(C)c(=O)c2ccccc12)c1nc2ccccc2s1,9,-0.1,-4,3,1640,1.9,52*,0,nt,-1,1
CCCCOc1ccc(C(=O)Nc2ccc(SC(F)F)cc2)cc1OC,-1,0.5,-1,-2,1728,-0.15,71*,9,-10,-1,1
COc1ccc(Cc2nnc(NC(C)=O)s2)cc1,4,-0.4,-5,3,1644,-0.12,-6,10,10,3,1
COc1ccc(Cl)cc1NC(=O)CCc1nc(-c2ccccc2F)no1,1,-2.5,-12,2,1619,-0.24,4,1,-11,0,1
C=CCn1c(SCC(=O)Nc2c(C)nn(Cc3ccccc3)c2C)nnc1C(O)c1ccccc1 (stereo not given),2,1.1,1,-2,1603,nt,0,5,-4,-6,1.1
SMILES,PPARg SRC3 recr,DTT redox prof,TLR4 MyD88 comp,PPARg SRC-1 ag,SRC2 TRFRET art,ROMK mod,L major viab,PPARg SRC-2 ag,S1P3 antagonist,bIAP inhibitor,bIAP act
O=C(Nc1ccccc1-c1nc2ccccc2s1)c1ccco1,0,-2.1,4,15,1624,-0.49,22,13,33,10,0.9
CC(C)N(Cc1nc(COc2ccccc2)no1)Cc1nccn1C,1,1.1,7,0,1431,0.41,2,2,3,-10,1.1
CN(C)CCCNC(=S)N(Cc1cccs1)Cc1cc2cc3c(cc2[nH]c1=O)OCCO3,2,-0.1,3,2,1712,-1.5,40,5,4,-8,1.1
CCn1c(-c2ccco2)n[nH]c1=S,16,1.4,3,8,1769,0.62,-8,13,nt,14,0.9
Cc1ccc2c(c1)c1c(n2C)C(=O)CCC1,-7,0.4,18,-1,1462,nt,-3,-2,nt,2,1
O=C(NCCn1cccn1)c1ccc(OC2CCN(CCc3ccccc3)CC2)cc1,1,0.9,-2,9,1549,-0.12,2,7,-5,-9,1.1
COc1cnc(-c2ccccc2)nc1Oc1ccccc1C,-2,-3.2,10,2,1469,nt,7,6,nt,-5,1.1
CS(=O)(=O)c1cnc(-c2ccccc2)nc1-c1ccc(Cl)c(Cl)c1,-4,-0.4,5,-4,1569,0.34,1,-2,-15,19,0.8
c1ccc(C(c2ccccc2)c2nc(-c3cccnc3)no2)cc1,-1,2.1,1,-4,1682,nt,68*,-5,nt,0,1
C=CCNc1nc(Nc2ccc(Cl)cc2)nc(OC)n1,-1,0.7,5,2,1508,-0.032,41,-2,9,23,0.8
CCOC(=O)c1cc(C#N)c(N2CCN(C)CC2)nc1-c1ccccc1,1,-0.5,4,-4,1386,-0.74,89*,2,-13,-10,1.1
COc1ccc(CSc2nc(C)cc(C)c2C#N)cc1,0,-0.2,-9,-6,1615,-0.41,-3,10,6,-7,1.1
CC(Oc1ccc2ccccc2c1)C(=O)NNC(=S)NC(=O)c1ccco1 (stereo not given),5,-0.3,-15,10,1651,2.3,-4,13,nt,-17,1.2
O=C(C1CC1)N1CCc2cc(Br)cc(S(=O)(=O)NCC3COc4ccccc4O3)c21 (stereo not given),-1,-0.6,8,3,1489,nt,-3,6,nt,18,0.8
COc1ccc(C)cc1NC(=O)C12CCC(C)(C(=O)O1)C2(C)C (stereo not given),0,0.4,-4,4,1557,nt,6,1,nt,3,1
OCCN=Cc1c(O)[nH]c2ccccc12,8,-0.2,-3,2,1479,0.35,-2,10,nt,20,0.8
COc1ccc(CCNC(=O)Cn2c([N+](=O)[O-])cnc2C)cc1OC,6,-0.7,12,0,1336,-0.013,-4,-1,-4,4,1
Cc1ccc(/C(O)=C2/C(=O)C(=O)N(Cc3ccco3)C2c2cccs2)cc1 (stereo not given),7,0.7,11,3,1604,-0.76,3,7,nt,3,1
CN=C(NC1CCCCC1)c1ccc(Cl)cc1,5,-0.5,-12,2,1696,0.48,-6,10,6,nt,0.2
c1ccc(CN2CCN(c3nc4ccccc4n4cnnc34)CC2)cc1,-3,1.4,5,-2,1472,nt,5,3,-53,0,1
OC[C@@H]1CCCN1Cc1cn(-c2ccccc2)nc1-c1ccc2c(c1)OCO2,5,-1.5,8,7,1751,-1.1,14,5,-9,-4,1
O=C(NCc1cccs1)c1cc(-c2ccccn2)nc2ccc(Br)cc12,17,-0.7,4,16,1899,0.27,-5,5,-11,-10,1.1
COc1ccc(C(=O)Nc2ccc3c(c2)C(=O)c2ccccc2C3=O)cc1OC,-6,0.9,-6,8,1596,nt,-7,-2,-2,3,1
CC(=O)NC(=S)Nc1ccc(S(=O)(=O)N(C)Cc2ccccc2)cc1,2,-1.1,2,-6,1656,0.24,11,-1,5,-2,1
COc1cccc(-c2csc(N3CCN(C(=O)Nc4ccc(F)cc4)CC3)n2)c1,-7,1.0,-4,6,1686,-2.3,10,6,nt,7,0.9
SMILES,PPARg SRC3 recr,DTT redox prof,TLR4 MyD88 comp,PPARg SRC-1 ag,SRC2 TRFRET art,ROMK mod,L major viab,PPARg SRC-2 ag,S1P3 antagonist,bIAP inhibitor,bIAP act
COC(=O)c1c(NC(=O)Cn2cnc([N+](=O)[O-])n2)sc2c1CCC(C)C2 (stereo not given),-2,-0.6,5,2,1638,nt,100*,3,-8,10,0.9
Cc1ccc(C(=O)N/C(=C\c2ccco2)C(=O)N2CCSCC2)cc1C,-1,-0.1,-9,0,1545,1.4,10,-3,-8,-12,1.1
Cc1ccc(S(=O)(=O)NCCCN(C)C)cc1,18,-0.7,-2,11,1601,-0.27,5,9,-10,6,0.9
O=C(C1=C[C@H](C2CCCCC2)C[C@H](OCc2ccc(CO)cc2)O1)N1CCN(Cc2ccccc2)CC1,0,1.6,-7,6,1563,nt,35,-1,9,-10,1.1
CCN(CC)S(=O)(=O)c1ccc(C(=O)N2CCN=C2SCc2cccnc2)cc1,-1,2.8,-4,3,1230,nt,4,0,18,6,0.9
CSc1ccccc1NC(=O)COC(=O)c1ccccc1Cc1ccccc1,7,-0.1,-4,10,1498,-0.93,-5,0,-4,-25,1.3
Clc1ccc2c(c1)C=Nc1c(NCc3ccccc3)ncnc1O2,4,3.7,-13,8,1647,nt,-5,4,nt,17,0.8
Cc1cc(C)c2c(CC(=O)NC(C)C)coc2c1,-2,0.2,5,0,1406,0.16,-9,-6,-8,-11,1.1
CCCCn1c(SCC(=O)Nc2cc(C)[nH]n2)nc2ccsc2c1=O,-8,-0.1,1,-3,1523,nt,8,-2,nt,-25,1.3

# Laid out differently: entries from further up.
Compound	PPARg SRC3 recr	DTT redox prof	TLR4 MyD88 comp	PPARg SRC-1 ag	SRC2 TRFRET art	ROMK mod	L major viab	PPARg SRC-2 ag	S1P3 antagonist	bIAP inhibitor	bIAP act
COC(=O)c1c(NC(=O)Cn2cnc([N+](=O)[O-])n2)sc2c1CCC(C)C2 (stereo not given)	-2	-0.6	5	2	1638	nt	100*	3	-8	10	0.9
Cc1ccc(C(=O)N/C(=C\c2ccco2)C(=O)N2CCSCC2)cc1C	-1	-0.1	-9	0	1545	1.4	10	-3	-8	-12	1.1
Cc1ccc(S(=O)(=O)NCCCN(C)C)cc1	18	-0.7	-2	11	1601	-0.27	5	9	-10	6	0.9
O=C(C1=C[C@H](C2CCCCC2)C[C@H](OCc2ccc(CO)cc2)O1)N1CCN(Cc2ccccc2)CC1	0	1.6	-7	6	1563	nt	35	-1	9	-10	1.1
CCN(CC)S(=O)(=O)c1ccc(C(=O)N2CCN=C2SCc2cccnc2)cc1	-1	2.8	-4	3	1230	nt	4	0	18	6	0.9
CSc1ccccc1NC(=O)COC(=O)c1ccccc1Cc1ccccc1	7	-0.1	-4	10	1498	-0.93	-5	0	-4	-25	1.3
Clc1ccc2c(c1)C=Nc1c(NCc3ccccc3)ncnc1O2	4	3.7	-13	8	1647	nt	-5	4	nt	17	0.8
Cc1cc(C)c2c(CC(=O)NC(C)C)coc2c1	-2	0.2	5	0	1406	0.16	-9	-6	-8	-11	1.1
CCCCn1c(SCC(=O)Nc2cc(C)[nH]n2)nc2ccsc2c1=O	-8	-0.1	1	-3	1523	nt	8	-2	nt	-25	1.3
